# D2 agonist = HTS Assay for Allosteric Agonists of the Human D2 Dopamine Receptor: Primary Screen for Agonists | 340,000 compounds, 0.53% hits | activation, % at 2 µM | HEK293 T-REx D2 cells, calcium flux agonist mode;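 active = activation over 3 SD above normal in the single-dose calcium agonist read, cut at about 30% in these data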; also: 0% is about no effect
# Target sequence (P14416 whole entry, looked up): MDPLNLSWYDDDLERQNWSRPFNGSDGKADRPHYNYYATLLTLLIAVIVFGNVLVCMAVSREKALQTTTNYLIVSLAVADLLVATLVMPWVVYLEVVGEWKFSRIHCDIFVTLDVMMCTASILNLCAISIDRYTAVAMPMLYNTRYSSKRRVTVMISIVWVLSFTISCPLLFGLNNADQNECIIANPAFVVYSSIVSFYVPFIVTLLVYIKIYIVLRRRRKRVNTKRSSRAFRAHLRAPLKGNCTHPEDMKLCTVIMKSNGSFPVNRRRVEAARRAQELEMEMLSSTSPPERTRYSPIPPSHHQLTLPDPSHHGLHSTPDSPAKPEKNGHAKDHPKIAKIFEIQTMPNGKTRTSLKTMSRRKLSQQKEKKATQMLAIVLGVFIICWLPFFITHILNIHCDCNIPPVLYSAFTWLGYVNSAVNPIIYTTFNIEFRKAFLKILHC
#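 Tetracycline-induced HEK293 Trex cells with D2 receptor force-coupled to calcium signaling, plated overnight at 30 C and loaded with no-wash calcium dye. Calcium flux read kinetically for 180 s after compound addition; responses flag agonists.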
# D1 PAM = Potentiators of Human D1 Dopamine Receptor: qHTS. D(1A) dopamine receptor (Homo sapiens), P21728. HEK293 TREx D1 cells, calcium flux, dopamine EC20 potentiation. potentiation, % at 10 µM. 360,000 compounds, 0.036% hits; in the data active = potentiation above about 30%; also: 0% is about no effect
# Target sequence (P21728 whole entry, looked up): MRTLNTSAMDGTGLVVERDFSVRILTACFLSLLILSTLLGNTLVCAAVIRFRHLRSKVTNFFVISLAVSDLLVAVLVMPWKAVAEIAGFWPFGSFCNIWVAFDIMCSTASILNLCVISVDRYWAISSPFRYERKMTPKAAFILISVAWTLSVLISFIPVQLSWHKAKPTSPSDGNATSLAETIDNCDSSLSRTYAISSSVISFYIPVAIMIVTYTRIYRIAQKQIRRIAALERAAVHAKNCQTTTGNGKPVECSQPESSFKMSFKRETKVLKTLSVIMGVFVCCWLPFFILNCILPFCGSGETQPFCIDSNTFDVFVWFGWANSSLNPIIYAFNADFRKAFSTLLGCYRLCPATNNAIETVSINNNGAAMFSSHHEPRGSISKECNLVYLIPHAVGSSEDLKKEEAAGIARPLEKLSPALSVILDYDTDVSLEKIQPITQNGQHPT
# TRHR enhancer = qHTS for Small Molecule Agonists and Allosteric Enhancers of Human TRH Receptor: Primary Screen for Enhancers | enhancement, % at 2 µM | 360,000 compounds, 0.66% hits | Thyrotropin-releasing hormone receptor (Homo sapiens), P34981 | TRHR cells, fluo-8 calcium fluorescence, EC20 TRH enhancement; in the data active = enhancement above about 30%; also: 0% is about no effect
#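 Enhancer read-out: after compound pinning and an initial kinetic agonist-mode read, an EC20 of TRH (10 nM final) was injected and fluo-8 calcium signal (Ex 480/Em 530) followed at 1 s/cycle for 100 cycles in TRHR-expressing cells.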
# D2 antag = HTS Assay for Allosteric Antagonists of the Human D2 Dopamine Receptor: Primary Screen for Antagonists. inhibition, % at 10 µM. AID 485344, 2010. D(2) dopamine receptor (Homo sapiens), P14416. HEK293 TREx D2 cells, calcium flux, dopamine EC80. 340,000 compounds, 2% hits; in the data active = inhibition above about 30%; also: 0% is about no effect
#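 Compounds are added to dye-loaded, induced HEK293 T-REx cells coupled to calcium release via D2; after a 3 min kinetic read an EC80 dopamine stimulus is given and fluorescence is recorded for 3 more min.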
# RXFP1 agonist = qHTS Assay for Agonists of the Relaxin Receptor RXFP1; HEK293T-RXFP1 cAMP TR-FRET, 30 min; response scale: percent of porcine relaxin response, buffer zero; Potency, µM (titrated, usually from 57.5 µM), without a hit: at the highest dose activation, most hits filed as activators; AID 2676, 2010; 370,000 compounds, 0.3% hits; active = well fitted activation curve with a large enough effect; inconclusive = small, poorly fitted or top-dose-only effect; also: potency is read from the fitted curve at half-maximal effect; % is scaled to controls: 0 for no effect and ±100 for the full control effect; nearly all actives have a fitted effect of over 60% in size; many of its hits are not listed in these tables
#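 HEK293 cells stably expressing RXFP1, treated 30 min at 37C with compounds plus PDE4 inhibitor Ro 20174; cAMP measured by HTRF TR-FRET. Normalized to buffer and 29 nM porcine relaxin; EC50 by Hill fit.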
# RXFP1 antag = qHTS Assay for Antagonists of the Relaxin Receptor RXFP1; Relaxin receptor 1 (Homo sapiens), Q9HBX9; 350,000 compounds, 0.59% hits; HEK293-RXFP1, relaxin-stimulated cAMP HTRF, 30 min; hits give low values; AID 1259400, 2018; activity change, negative = inhibition, % at 57.5 µM;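 active = activity change of -60% or lower, but not beyond a set lower limit; inconclusive = change between -60% and -40%, or beyond the set limit; inactive = change above -40%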; also: % is scaled to controls: 0 for no effect and ±100 for the full control effect
# D1 ag = Allosteric Agonists of the Human D1 Dopamine Receptor: qHTS. D(1A) dopamine receptor (Homo sapiens), P21728. HEK293 T-REx D1 cells, calcium flux, agonist mode. activation, % at 2 µM. 360,000 compounds, 1% hits. AID 504660, 2011; in the data active = activation above about 30%; also: 0% is about no effect
#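 Tetracycline-induced HEK293 TREx D1 cells, force-coupled to calcium signalling, were dye-loaded with a no-wash calcium kit. Compound was pin-added after a 10 s baseline. Fluorescence was read kinetically at 1 cycle/s for 180 s, with calcium rises flagged as agonism.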
# D1 antag = Antagonist of Human D 1 Dopamine Receptor: qHTS. D(1A) dopamine receptor (Homo sapiens), P21728. HEK293 TREx D1 cells, calcium flux, dopamine EC80; hits give low values. activity change, negative = inhibition, % at 10 µM. 360,000 compounds, 3.2% hits. AID 504652, 2011; in the data active = activity change below about -30%; also: % is scaled to controls: 0 for no effect and ±100 for the full control effect
#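 Compound effects on dopamine-evoked calcium signalling were measured in tetracycline-induced HEK293 Trex D1 cells. Dopamine at EC80 followed a 180 s compound pre-read, and fluorescence was tracked kinetically for 180 s more.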
# D2 potentiator = HTS Assay for Positive Allosteric Modulators of the Human D2 Dopamine Receptor: Primary Screen for Potentiators; AID 485347, 2010; 340,000 compounds, 0.34% hits; potentiation, % at 10 µM; D(2) dopamine receptor (Homo sapiens), P14416; HEK293 T-REx D2, calcium flux, EC20 dopamine potentiation;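 active = potentiation over 3 SD above the plate norm, cut at about 30% in these data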; also: 0% is about no effect
#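 Cells plated with tetracycline inducer and held overnight at 30 C; calcium dye loaded 30–90 min at room temperature; baseline taken, compound added and read 180 s; EC20 dopamine then added and read 180 s.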
# * = called active by the depositor; ? = inconclusive; . = not tested or not shown. The list is partial. The share of hits here may be higher or lower than overall.
(1) C/C(=N\NC(=O)c1cc(-c2ccc(Cl)s2)[nH]n1)c1ccncc1
(2) COc1ccc(-c2c(C)oc3c(CN4CCN(C)CC4)c(O)ccc3c2=O)cc1
(3) O=C(NCCc1ccccc1)C(=O)NCC(c1cccnc1)N1CCN(c2ccccc2)CC1 (configuration not stated)
(4) Cc1ccc(-c2cc(C(=O)NCCN3CCOCC3)c3ccccc3n2)o1
(5) Clc1ncnc2c1oc1ccccc12
(6) CCOc1cc(N2CCOCC2)c(OCC)cc1NC(=O)COc1ncnc2ccccc12
Compound	1	2	3	4	5	6
D2 agonist	0.1	0.4	0.1	0.3	-0.1	.
D1 PAM	-8	6	-4	3	-7	4
TRHR enhancer	11	0	-7	6	3	-2
D2 antag	-29	-3	.	2	-24	.
RXFP1 agonist	-1.7%	2.9%	0.1%	?	4.6%	0.2%
RXFP1 antag	11	.	-11	10	-14	-4
D1 ag	2	-2	1	5	1	2
D1 antag	-3	2	10	-2	7	5
D2 potentiator	10	3	.	7	8	.

(7) CSc1ccc(C2c3c(oc4ccccc4c3=O)C(=O)N2CCCN2CCOCC2)cc1 (configuration not stated)
(8) CSCC[C@H](NC(=O)Nc1ccc(S(N)(=O)=O)cc1)C(=O)O
(9) O=S(=O)(c1ccc(Cl)cc1)c1nnn2c1nc(NC1CCCC1)c1sccc12
(10) Cc1cccc(NC(=O)c2cc(S(=O)(=O)N(C)c3ccc(F)cc3)ccc2Cl)n1
(11) O=c1c(/C=N\NS(=O)(=O)c2ccccc2)coc2ccc(Cl)cc12
(12) O=C(OCC(=O)C12CC3CC(CC(C3)C1)C2)c1cccnc1
Compound	7	8	9	10	11	12
D2 agonist	0.9	0.4	0.2	1.7	-0.5	0.5
D1 PAM	-1	3	-4	-7	-2	5
TRHR enhancer	-8	-2	0	14	-1	17
D2 antag	.	-2	.	-4	-7	-9
RXFP1 agonist	-0.4%	-0.3%	3.8%	-0.9%	-0.9%	2.5%
RXFP1 antag	.	6	-15	-6	-5	-11
D1 ag	-1	0	0	-2	4	-2
D1 antag	-2	-4	-20	-21	5	29
D2 potentiator	.	-2	1	11	11	-4

(13) CCCCCSc1nncc(=O)[nH]1
(14) Cc1ccc(S(=O)(=O)N2CCN(C(=O)c3sccc3-c3ccccc3)CC2)cc1
(15) O=C(c1cccc(N2C(=O)C3C4C=CC(C4)C3C2=O)c1)N1CCN(c2ccccc2F)CC1 (configuration not stated)
(16) CCCCn1c(N)c(N(CC)C(=O)c2cccc(OC)c2)c(=O)[nH]c1=O
(17) COCCN1CC(=O)N2C(c3cccc(OC)c3)c3[nH]c4ccccc4c3C[C@H]2C1=O (some centres not stated)
(18) COc1ccccc1NC(=O)N(CCCN1CCOCC1)Cc1cc2cc3c(cc2[nH]c1=O)OCO3
Compound	13	14	15	16	17	18
D2 agonist	0.0	.	1.6	.	-0.2	0.2
D1 PAM	-4	1	-2	-4	4	0
TRHR enhancer	-9	2	-3	-2	8	0
D2 antag	2	.	18	.	-8	4
RXFP1 agonist	1.2%	1.8%	0.9%	1.9%	-3.5%	15%
RXFP1 antag	-2	-11	-17	2	3	-12
D1 ag	2	5	2	1	4	1
D1 antag	12	0	-4	-31*	0	9
D2 potentiator	-2	17	-4	.	12	-2

(19) O=C(c1ccccc1S(=O)(=O)NCC(O)COc1ccc([N+](=O)[O-])cc1)N1CCCCC1 (configuration not stated)
(20) CC[n+]1c(C=C2C=C(C)OC(C)=C2)sc2ccccc21
(21) CN(CCC#N)c1ncnc2scc(-c3ccccc3)c12
(22) CSc1ccccc1C(=O)Nc1cc(C)ccc1C
(23) O=C(CCCCn1c(=O)c2ccccc2n(CC(=O)Nc2cccc(C(F)(F)F)c2)c1=O)NCc1ccc2c(c1)OCO2
(24) CCCCCCCCS(=O)CCC(=O)O (configuration not stated)
Compound	19	20	21	22	23	24
D2 agonist	0.7	0.0	-1.7	-0.5	1.1	0.2
D1 PAM	-3	4	9	1	0	-4
TRHR enhancer	5	2	13	-1	-2	-15
D2 antag	-5	-6	8	-8	.	-3
RXFP1 agonist	0.4%	5.7%	0.3%	4.8%	2.5%	-2.0%
RXFP1 antag	-11	-8	-11	5	.	-3
D1 ag	0	4	2	0	5	1
D1 antag	10	-11	-1	-5	3	16
D2 potentiator	14	15	-3	-2	-8	15

(25) C1CCCCCC(=NNc2nn[nH]n2)CCCCC1
(26) S=C(NCc1ccco1)Nc1ccc(Oc2ccccc2)cc1
(27) Cc1cc(C=O)c(C)n1-c1ccc2c(c1)OCO2
(28) Cc1cccc(NC(=S)N(C)C2(c3ccccc3Cl)CCCCC2=O)c1 (configuration not stated)
(29) Cc1ccc(C(C(=O)NCc2ccco2)N(C(=O)Cn2nnc3ccccc32)c2ccccc2)o1 (configuration not stated)
(30) CC1CCN(C(=O)CCc2ccc(S(=O)(=O)NC(C)(C)C)cc2)CC1
Compound	25	26	27	28	29	30
D2 agonist	0.4	.	0.4	0.0	1.0	-0.5
D1 PAM	9	-3	-5	-5	1	-1
TRHR enhancer	-2	1	-6	-6	-7	3
D2 antag	-11	.	-5	15	-11	3
RXFP1 agonist	1.0%	-2.1%	-0.9%	-3.0%	0.6%	0.9%
RXFP1 antag	-3	-6	5	-12	-2	-11
D1 ag	3	21	1	-4	1	1
D1 antag	6	-6	-16	-11	8	-2
D2 potentiator	-2	.	14	12	14	-3

(31) COC(=O)CSc1nc2cc(OC)ccc2n1C
(32) Nc1c(N2CCN(c3ccccc3)CC2)c2ccccc2oc1=O
(33) O=c1oc2ccccc2nc1/C=C(\O)c1ccc(Br)cc1
(34) CCCCn1c(N)c(N(CC(C)C)C(=O)COC(=O)Cc2cccc(OC)c2)c(=O)[nH]c1=O
(35) COc1ccc(NS(=O)(=O)c2ccc3c(c2)NC(=O)CC(=O)N3)cc1OC
(36) CCn1c(SCC#N)nc2cc(S(=O)(=O)N3CCOCC3)ccc21
Compound	31	32	33	34	35	36
D2 agonist	-0.4	0.8	.	-0.2	-0.7	0.0
D1 PAM	-3	-2	-3	1	-1	-3
TRHR enhancer	0	-5	4	5	12	14
D2 antag	-3	-4	.	-11	-9	3
RXFP1 agonist	1.6%	0.7%	1.5%	0.0%	-0.5%	-1.4%
RXFP1 antag	-3	2	6	-9	12	4
D1 ag	3	1	7	2	1	3
D1 antag	-4	-9	-7	-11	0	-11
D2 potentiator	3	9	.	18	5	6

# Quoted from the listing:
# Reading of CCn1c(SCC#N)nc2cc(S(=O)(=O)N3CCOCC3)ccc21 in D2 antag: 3
# Reading of COC(=O)CSc1nc2cc(OC)ccc2n1C in TRHR enhancer: 0
# Reading of CCCCn1c(N)c(N(CC(C)C)C(=O)COC(=O)Cc2cccc(OC)c2)c(=O)[nH]c1=O in D2 antag: -11
# Reading of O=c1oc2ccccc2nc1/C=C(\O)c1ccc(Br)cc1 in D1 ag: 7
# Reading of Nc1c(N2CCN(c3ccccc3)CC2)c2ccccc2oc1=O in D1 ag: 1

# Next section
(37) COc1ccc(NC(=O)C2CCCN(S(C)(=O)=O)C2)c(OC)c1 (configuration not stated)
(38) CNC(=O)COc1ccc(NC(=O)c2ccc(-c3nn(C)c(=O)c4ccccc34)cc2)cc1
(39) CCC1CCc2sc(C(=O)NNC(=O)c3ccncc3)cc2C1 (configuration not stated)
(40) O=C(CNC(=O)C1COc2ccccc2O1)Nc1cc(Cl)ccc1Cl (configuration not stated)
(41) CCOc1ccc(NC(=O)c2oc3ccccc3c2NC(=O)C2CCCCC2)cc1
(42) Cc1cccc(C(=O)NCc2nnc(SCC(=O)Nc3nncs3)n2C)c1
Compound	37	38	39	40	41	42
D2 agonist	-2.7	0.0	1.7	-0.7	0.2	0.2
D1 PAM	-2	-5	-3	2	2	-1
TRHR enhancer	-2	12	22	11	29	4
D2 antag	1	.	2	3	.	-7
RXFP1 agonist	0.1%	3.4%	0.4%	-1.1%	11%	-0.8%
RXFP1 antag	5	.	-15	-5	.	-23
D1 ag	1	0	-2	0	2	-1
D1 antag	0	-29	1	0	7	5
D2 potentiator	6	4	-7	-4	0	4

(43) COc1ccc(S(=O)(=O)c2c(O)c3ccc(C(=O)Nc4cccc(F)c4)cc3[nH]c2=O)cc1
(44) CCOc1ccc(/C=C/C(=O)N(CC)CC(=O)NCc2cccs2)cc1OC
(45) COc1cc([C@H]2[C@@H]3CCCC[C@]3(O)CCN2Cc2ccccc2F)ccc1O
(46) O=C(NC(C(=O)c1ccccc1)N1CCCCCC1)c1ccco1 (configuration not stated)
(47) COc1ccc(S(=O)(=O)NCc2ccc(C(=O)N3CCN(Cc4ccccc4)CC3)cc2)cc1
(48) O=S(=O)(Nc1ccc(Cc2ccncc2)cc1)c1ccc(Br)s1
(49) Cc1ccccc1CS(=O)(=O)Cc1ccc(C(=O)NC2CCCCC2)o1
(50) C[C@@H]1OC(Nc2ccc(N=Nc3ccccc3)cc2)[C@H](O)[C@H](O)[C@H]1O (some centres not stated)
Compound	43	44	45	46	47	48	49	50
D2 agonist	-0.1	0.0	-0.2	0.1	-0.6	-0.2	-1.6	1.0
D1 PAM	-7	-5	-2	4	-5	-8	-7	0
TRHR enhancer	0	-3	5	3	-2	0	-2	-4
D2 antag	14	10	-3	0	1	-5	-4	-4
RXFP1 agonist	-2.4%	2.9%	0.9%	0.7%	0.3%	2.6%	-0.1%	-0.8%
RXFP1 antag	16	-21	2	-13	-10	-2	30	-24
D1 ag	1	2	7	0	1	10	2	4
D1 antag	3	6	5	-12	-1	-15	1	-4
D2 potentiator	10	-4	12	10	6	0	3	-6

# Compounds from the list above that contain a cyano group:
(21) CN(CCC#N)c1ncnc2scc(-c3ccccc3)c12
(36) CCn1c(SCC#N)nc2cc(S(=O)(=O)N3CCOCC3)ccc21
Compound	21	36
D2 agonist	-1.7	0.0
D1 PAM	9	-3
TRHR enhancer	13	14
D2 antag	8	3
RXFP1 agonist	0.3%	-1.4%
RXFP1 antag	-11	4
D1 ag	2	3
D1 antag	-1	-11
D2 potentiator	-3	6

# High-throughput results from PubChem BioAssay.
